# EP2 modulator = EP2 receptor (human) modulation | EP2-expressing cells, cAMP HTRF FRET, PGE2 co-stimulation | induction, % at 25 µM | actives 0.83% (n = 260,000) | AID 940;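 active = compounds whose cAMP rise, as percent of the full-agonist control response, exceeds 60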;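 note: rat C6 glioma line stably carrying human EP2 under a CMV promoter; the protocol text gives 20 µM as final concentration; 100% = response of wells given 1 µM PGE2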
# Target sequence (P43116 whole entry, looked up): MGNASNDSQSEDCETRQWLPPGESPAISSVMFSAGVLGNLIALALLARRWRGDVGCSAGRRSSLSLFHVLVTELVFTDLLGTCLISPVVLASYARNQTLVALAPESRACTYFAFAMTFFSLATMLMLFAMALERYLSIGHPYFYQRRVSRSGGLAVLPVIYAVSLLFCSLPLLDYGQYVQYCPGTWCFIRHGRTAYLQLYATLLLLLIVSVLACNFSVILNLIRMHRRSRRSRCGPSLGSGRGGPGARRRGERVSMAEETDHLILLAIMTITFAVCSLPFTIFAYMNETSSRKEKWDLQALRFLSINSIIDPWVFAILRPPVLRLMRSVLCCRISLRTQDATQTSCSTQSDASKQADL
# PPC-1+TRAIL kill = PPC-1 cancer cell killing with TRAIL present; PPC-1 cells + TRAIL, ATPLite viability luminescence; cell killing (% activity), % at 4 µM; actives 0.41% (n = 220,000);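 active = cell killing above 50% in the first pass at 4 µM, then a duplicate retest at 5 µM averaging 50% or more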;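 note: plate controls were cells with TRAIL plus DMSO for no effect and medium-only wells lacking cells for full effect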
# CHOP inhibitor = blocks CHOP induction under ER stress | actives 3.8% (n = 220,000) | AID 2732 | CHO-K1 CHOP-promoter luciferase, tunicamycin-induced, 15-18 h | inhibition, % at 10 µM;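 active = compounds that reduced the stress-induced luciferase reporter signal by more than about 70% of percent inhibition, limit read from the data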;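 note: 0% = tunicamycin plus vehicle and 100% = wells without tunicamycin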
# PGE2 EP2 inh = EP2 receptor (human) inhibition. actives 0.52% (n = 260,000). inhibition, % at 25 µM. C6 glioma cells expressing human EP2, cAMP TR-FRET; cells stimulated with saturating PGE2. AID 1422. P43116;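 active = percent inhibition above 40 after rounding to a whole number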;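 note: rat C6 glioma host cells with rolipram phosphodiesterase inhibitor present; the protocol text gives 20 µM as final concentration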
# NPY1 pot ag = human NPY-Y1 potentiation or agonism, primary screen | P25929 | NPY-Y1 expressing cells, potentiator/agonist activation | activation, % at 3.6 µM | actives 0.37% (n = 220,000) | AID 1304; in the data active = activation above about 33%, passing the limit was not always enough;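 note: cells stimulated with NPY at EC10 then isoproterenol at EC100; 0% = low agonist plus stimulus and 100% = saturating agonist plus stimulus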
# Target sequence (P25929 whole entry, looked up): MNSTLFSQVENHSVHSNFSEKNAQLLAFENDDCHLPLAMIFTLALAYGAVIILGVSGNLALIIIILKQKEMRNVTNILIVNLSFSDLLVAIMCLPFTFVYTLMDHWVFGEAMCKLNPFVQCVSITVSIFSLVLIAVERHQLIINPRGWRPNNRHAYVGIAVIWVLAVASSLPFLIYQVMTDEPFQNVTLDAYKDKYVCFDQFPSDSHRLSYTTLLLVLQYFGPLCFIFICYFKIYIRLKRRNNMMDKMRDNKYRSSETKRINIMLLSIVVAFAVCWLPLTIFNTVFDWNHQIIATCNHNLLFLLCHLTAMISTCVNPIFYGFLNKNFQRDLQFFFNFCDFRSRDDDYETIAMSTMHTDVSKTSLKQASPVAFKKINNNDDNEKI
# 14-3-3 Bad inh = disrupts binding of bovine 14-3-3 zeta to phospho-Bad peptide; P63103; TR-FRET 14-3-3zeta/Dy647-pBad peptide displacement, 1 h; inhibition, % at 21.7 µM; actives 0.71% (n = 220,000); AID 781;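 active = inhibition above about 70%, limit read from the data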;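 note: 0% = full 14-3-3 plus peptide FRET controls and 100% = background without 14-3-3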
# Target sequence (P63103 whole entry, looked up): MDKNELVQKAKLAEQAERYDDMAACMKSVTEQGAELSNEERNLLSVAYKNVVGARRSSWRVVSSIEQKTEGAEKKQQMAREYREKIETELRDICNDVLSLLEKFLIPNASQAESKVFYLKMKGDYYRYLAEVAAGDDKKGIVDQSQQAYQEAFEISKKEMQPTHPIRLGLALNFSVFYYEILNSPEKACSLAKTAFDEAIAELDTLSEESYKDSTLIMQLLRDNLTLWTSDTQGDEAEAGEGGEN
# NPY Y1 blocker = NPY-Y1 (human) receptor antagonism | P25929 | HEK293-CNG Y1 cells, membrane potential fluorescence; NPY at EC95, then isoproterenol | inhibition, % at 3.6 µM | actives 1% (n = 200,000);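 active = inhibition above the campaign mean inhibition of all tested compounds plus 3 SD, cut at about 20% in these data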;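 note: 0% = DMSO wells given NPY plus isoproterenol and 100% = isoproterenol alone without NPY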
#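 Material: HEK293 cells with Y1 receptor plus CNG channel; times: compound incubation 1 h at room temperature, readout 45 min post-stimulation; signal: fluorescence, membrane potential probe; read-out basis: fluorescence ratio normalized to % inhibition between controls; benchmarks: full-block control isoproterenol-only wells, zero-block control NPY plus isoproterenol wells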
# TRPML3 ag = human mucolipin-3 channel agonism; Q8TDD5; HEK293 TRPML3-YFP, Fluo-8 calcium fluorescence; 100% = the carbachol control signal; activation, % at 3 µM; actives 0.29% (n = 220,000);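 active = activation above its plate's cutoff, the mean activation of the plate's test wells plus 3 SD, cut at about 12% in these data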;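 note: 0% = DMSO only wells and 100% = carbachol wells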
#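 Material: HEK293 cells stably carrying human TRPML3-YFP; compound dosing: single dose, 3 µM final nominal compound, 0.3% DMSO final; incubation: 1-h 37 °C dye load, 5-s basal, 120-s post-compound reads; technique: Fluo-8 intracellular calcium fluorescence, excitation 470-495 nm, emission 515-575 nm; read-out basis: percent activation from peak-to-basal fluorescence ratio, scaled between DMSO and carbachol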
# TRPN1 ag = activates the zebrafish TRPN1 channel | actives 0.18% (n = 220,000) | activation, % at 3 µM | AID 1424 | HEK293 zebrafish TRPN1-YFP, Fluo-8 calcium fluorescence; 100% = response to 87 µM carbachol;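 active = activation above its plate's cutoff, the mean activation of test wells on that plate plus 3 SD, cut at about 19% in these data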;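 note: 0% = DMSO alone and 100% = 87 µM carbachol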
#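 Control set: carbachol 87 µM as high control, DMSO as low control; system: HEK293 stable line with zebrafish TRPN1-YFP; read-out: % activation versus carbachol response; detection: intracellular calcium fluorescence with Fluo-8; doses: single test compound dose, 3 µM nominal, 0.3% DMSO; schedule: dye 1 h 37 °C plus 30 min RT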
# Starred values were filed as active, the others as inactive; · = no result given; & = joins results of further samples; [ ] = dose if it differs, or a comment. An excerpt; rates above refer to the full screens.
SMILES,EP2 modulator,PPC-1+TRAIL kill,CHOP inhibitor,PGE2 EP2 inh,NPY1 pot ag,14-3-3 Bad inh,NPY Y1 blocker,TRPML3 ag,TRPN1 ag
COc1ccc(OC)c(/C=N/NC(=O)c2ccc(Cn3cc([N+](=O)[O-])cn3)o2)c1,-23,22,8,8,-1,2,-3,0.5,-0.6
CCC1CCCCN1C(=O)CSc1nc(C)cc(C)n1 (configuration not stated),13,6,7,1,4,-10,-5,0.4,-0.3
Cc1csc(NC(=O)c2cc3c(s2)CCCCC3)n1,3,85*[5 µM],65,13,-13,-12,3,-0.5,-0.6
COc1cc(/C=C/c2c([N+](=O)[O-])c(=O)n(C)c(=O)n2C)cc(OC)c1OC,-10,21,5,4,-15,-8,0,1.2,0.3
Cc1nnc(SCC(=O)NC(C)(C)C)n1NCc1c(F)cccc1Cl,-2,20,-4,8,-15,-4,5,0.2,1.4
Cc1cccc(NC(=O)CCCN2C(=O)c3cccc4cccc(c34)C2=O)c1,-38,8,24,5,16,6,0,0.1,-2.3
CCOc1ccc2c(c1)[nH]c(=S)n2C,-15,16,12,5,-10,-3,·,-0.1,-0.7
CCCc1cc2c(cc1NC(=O)c1ccccc1C)OCO2,-3,19,-3,15,0,-1[fluorescence artefact?],4,-0.1,-0.4
COc1ccc(NC(=O)c2cnn3c(C(F)(F)F)cc(-c4ccco4)nc23)cc1OC,26,-8,-9,16,5,-6,5,1.0,1.2
CN(c1ncc(C(F)(F)F)cc1Cl)n1cc(C(N)=O)c2ccccc2c1=O,2,-20,-8,15,-61,21[fluorescence artefact?],7,0.1,-0.5
CSc1nc(N)nc(SCC(=O)OC(C)C)c1C#N,-1,1,27,6,-22,-7[fluorescence artefact?],-3,0.1,1.1
CCN1CCN(C(=O)CCNC(=O)Cn2ccc3ccccc3c2=O)CC1,16,-14,15,9,11,-2,7,0.2,-0.2
CCOc1ccc(/C=N/Nc2ccc(C(F)(F)F)cc2[N+](=O)[O-])cc1O,31,23,-18,3,22,3,-4,0.4,-0.3
Cc1cc(C)c(S(=O)(=O)c2cccc(Cl)c2)c(Cl)n1,-7,-14,-21,3,7,0,1,-0.1,-2.4
O=C(CN1C(=O)CCC1=O)Nc1cccc2c1C(=O)NC2=O,31,-3,-1,7,1,-8,-2,1.4,1.8
O=C1NCCN(Cc2ccc(Cl)c(F)c2)C1CC(=O)N1CCCCO1 (configuration not stated),7,-12,8,7,-7,-11,0,0.7,-0.5
COc1ccc(N=c2scc(-c3ccc(S(=O)(=O)N4CCOCC4)cc3)n2CCCO)cc1,-9,7,62,12,24,20,-4,4.3,9.0
c1ccc(Nc2nc(-c3cccnc3)cs2)nc1,-61,48,-14,7,13,13,2,0.6,1.4
COc1cc(Cn2c(-c3nonc3N)nc3ccccc32)ccc1C,24,-1,·,17,-60,-2,30*,0.2,1.7
O=C(O)c1ccc(-n2cccc2/C=C2/NC(=O)N(c3ccccc3)C2=O)cc1,30,-15,-1,6,3,65,·,0.1,-0.1
COCCn1c(-c2ccccc2F)n[nH]c1=S,-5,6,25,8,-5,-6,-5,0.6,-0.3
COCCn1nnnc1C(c1cc2cc(C)ccc2[nH]c1=O)N1CCc2ccccc21 (configuration not stated),2&-7,18,-18,18&7,-5,9,10,1.1,0.9
Cc1ccc2oc3c(c(=O)c2c1)C(c1cccc(O)c1)N(c1ccccn1)C3=O (configuration not stated),4,13,24,5,15,6[fluorescence artefact?],-4,-0.4,0.2
Cc1nc(Nc2ccc(Cl)cc2Cl)sc1C(=O)Nc1ccccc1,-3,-4,68,4,-42,-8,5,2.8,-1.6
Cc1ccccc1Cn1nc(C)c(NC(=O)C2(C)CC2(Cl)Cl)c1C (configuration not stated),-21,14,7,12,13,8,0,0.6,0.3

# Whole records as entered above. Values in the order: EP2 modulator | PPC-1+TRAIL kill | CHOP inhibitor | PGE2 EP2 inh | NPY1 pot ag | 14-3-3 Bad inh | NPY Y1 blocker | TRPML3 ag | TRPN1 ag
# `CCCc1cc2c(cc1NC(=O)c1ccccc1C)OCO2` across the screens: -3 | 19 | -3 | 15 | 0 | -1[fluorescence artefact?] | 4 | -0.1 | -0.4
# `Cc1cccc(NC(=O)CCCN2C(=O)c3cccc4cccc(c34)C2=O)c1` across the screens: -38 | 8 | 24 | 5 | 16 | 6 | 0 | 0.1 | -2.3
# `CCOc1ccc(/C=N/Nc2ccc(C(F)(F)F)cc2[N+](=O)[O-])cc1O` across the screens: 31 | 23 | -18 | 3 | 22 | 3 | -4 | 0.4 | -0.3
# `Cc1csc(NC(=O)c2cc3c(s2)CCCCC3)n1` across the screens: 3 | 85*[5 µM] | 65 | 13 | -13 | -12 | 3 | -0.5 | -0.6

# (continued)
SMILES,EP2 modulator,PPC-1+TRAIL kill,CHOP inhibitor,PGE2 EP2 inh,NPY1 pot ag,14-3-3 Bad inh,NPY Y1 blocker,TRPML3 ag,TRPN1 ag
Cc1ccc(C)c(CN2C(=O)c3ccccc3S(=O)c3ccc(C(=O)N4CCN(c5ccccn5)CC4)cc32)c1 (configuration not stated),21,38,-3,12,13,-3,2,-0.3,-2.0
Cc1ccc(C(=O)N2C(=O)C(c3ccccc3)Oc3ccccc32)cc1 (configuration not stated),87*,7,15,10,18,0,·,0.2,-1.7
CC(C)C(=O)N1CCN(c2ccc(NC(=O)c3ccc4c(c3)OCCO4)cc2)CC1,-23,22,51,13,9,-16,-6,1.3,3.2
Nc1nc2ccccc2nc1N,10,28,-7,16,9,-8,-1,0.6,2.0
CCOc1ccc(-c2nn[nH]n2)cc1,14,19,30,5,25,25,-1,0.1,0.5
COC(=O)C(C)Oc1cc(OC(C)C(=O)OC)c2c(C)c(Cl)c(=O)oc2c1 (configuration not stated),32,-1,-30,10,6,0,0,-0.3,-0.4
O=C(/C=C/c1cc([N+](=O)[O-])ccc1OC(F)F)Nc1cccc([N+](=O)[O-])c1,-35,20,26,4,26,0,·,0.6,0.1
CCCOc1ccc(-c2nn(-c3ccccc3)cc2/C=C2\SC(=S)N(C3CCS(=O)(=O)C3)C2=O)cc1 (configuration not stated),5,7,0,14,19,4,-5,0.2,-0.2
Cc1cnc2c(C(=O)O)cnn2c1,-1,7,6,5,9,7,7,-0.2,0.2
CCOC(=O)c1cc2sccc2n1Cc1ccccc1,63*,2,80*,6,2,3,2,-0.8,-2.0
O=C1/C(=C\c2ccc(-c3ccccc3[N+](=O)[O-])o2)C(c2ccccc2)=NN1c1ccccc1,8,2,14,6,10,-4,9,-0.4,-0.7
CC(C)(/C=N/O)/[N+]([O-])=C/c1ccco1,14,-11,43,13,20,-14,-6,0.6,-0.7
CC(C)OP(=O)(CCP(=O)(OC(C)C)OC(C)C)OC(C)C,4,2,-4,9,6,13,·,-0.1,-2.3
CCOc1cc(N2CCOCC2)c(OCC)cc1NC(=O)Cc1cccc(OC)c1,10,0,12,8,18,-14,-4,-0.6,1.0
COc1ccc(C2=NN(C(=O)CN3CCCCC3)C(c3ccc(OC)cc3)C2)cc1 (configuration not stated),0,8,5,5,-35,3,·,0.2,-1.4
O=C(/C=C/c1ccc(Cl)cc1)N1CCN(c2ccc([N+](=O)[O-])c(N3CCOCC3)c2)CC1,4,12,48,14,-10,-4,3,0.0,-0.2
CC(=O)N(C(C)=O)n1c(/C=C/c2cccc([N+](=O)[O-])c2)nc2ccccc2c1=O,12,-3,93*,16,-4,4,-5,0.6,1.5
Cc1nc(NCCc2cnc[nH]2)c2oc3ccccc3c2n1,·,·,·,6,-7,·,0,0.1,1.6
CCCCn1nnc(NC(=O)c2ccc(-c3ccccc3[N+](=O)[O-])o2)n1,-30,0,35,4,-11,-11,4,-0.4,-1.1
Cc1ccc(NC(=O)C2C(C(=O)O)C3C=CC2C32CC2)cc1 (configuration not stated),-6,3,-7,6,-11,39[fluorescence artefact?],-6,0.0,-1.0
CCc1ccc(N(C(=O)CNC(=O)c2cccs2)C(C(=O)NC(C)(C)C)c2cc(OC)c(OC)c(OC)c2)cc1 (configuration not stated),18,22,6,6,-1,-5,-4,1.3,1.1
CCOC(=O)c1c[nH]c2c(C)ccc(Cl)c2c1=O,-19,-5,-4,10,-37,-2,0,2.2,1.6
COc1ccccc1C(=O)Nc1ccc(C(=O)c2ccccc2)cc1,-8,29,19,4,-26,10,4,0.7,-0.2
CCOc1ccccc1NC(=O)c1nc[nH]c1C(=O)Nc1ccccc1OCC,9,10,60,11,-10,-5,0,0.3,0.4
CCCC(=O)Nc1nc(-c2ccc(Cl)s2)cs1,-41,6,29,4,-1,-20,11,-0.1,-1.6

# Further records follow:
SMILES,EP2 modulator,PPC-1+TRAIL kill,CHOP inhibitor,PGE2 EP2 inh,NPY1 pot ag,14-3-3 Bad inh,NPY Y1 blocker,TRPML3 ag,TRPN1 ag
COc1ccccc1S(=O)(=O)CC(O)COc1ccc(F)cc1Cl (configuration not stated),-10,-2,13,6,-9,-8,3,0.3,-0.9
O=C1CC(c2ccccc2)C(C(=O)Nc2ccccc2F)N1 (configuration not stated),22,33,13,5,-6,-4,5,1.0,0.9
O=C(C1CCN(C2CC(=O)N(c3ccc(F)cc3)C2=O)CC1)N1CCOCC1 (configuration not stated),-26,18,2,8,-35,-16,4,0.6,0.5
O=C(NCCc1c[nH]c2ccccc12)/C(=C/c1cccnc1)NC(=O)c1ccco1,10,6,2,7,19,-13,0,0.4,-1.4
CCc1ccc(C(=O)COC(=O)C(CCSC)NC(=O)C23CC4CC(CC(C4)C2)C3)cc1 (configuration not stated),5,32,19,8,-2,-1,1,1.1,3.1
CC1=N/C(=C/c2cccnc2)C(=O)O1,-43,-3,5,9,-13,-6,4,0.6,0.5
COc1cccc2c1OCC(C(=O)OCc1cccnc1)=C2,11,9,6,4,-3,-14,8,0.3,2.2
CCN(c1cccc(C)c1)c1ncnc2nc[nH]c12,3,-14,26,6,16,3[fluorescence artefact?],-1,0.5,1.6
COC(=O)c1c(NC(=O)C(C)C)sc2c1C(C(=O)OC)CC2 (configuration not stated),-14&-11,17,5,6&10,3,0[fluorescence artefact?],3,0.8,0.6
COc1ccc(C(=O)Nc2cccc(C(=O)N3CCCC3)c2)cc1,5,12,23,3,-7,-17,5,0.1,-1.0
COc1cc(/C=N/N(C)C)cc(Br)c1O,13,3,-10,9,2,4,·,0.4,0.3
Cc1nc2ccccn2c1C(=O)NCc1ccc2c(c1)OCO2,12,10,15,9,-5,-5,1,0.8,2.6
c1ccc(Cc2nn3c(Cn4cnc5ccccc54)nnc3s2)cc1,12,15,52,14,-9,3,-1,3.5,4.5
CN(C)c1ccc(C(c2nnnn2C(C)(C)C)N2CCc3ccccc3C2)cc1 (configuration not stated),-3,19,26,13,19,13,1,0.8,1.7
CCOC(=O)c1cc([N+](=O)[O-])sc1NC(=O)CC,30,0,31,5,3,-1,11,0.8,-1.1

# Compound activity (PubChem BioAssay)
